RGS4 pot: RGS4 potentiators or activators, primary screen, cell-based, HEK293 M3R inducible RGS4, calcium flux. carbachol calcium flux Fluo4; stronger effect = lower value. B-score at 10 µM. 0.92% of 310,000 active;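 active = B-score of the integrated calcium signal more than 4 SD below the library mean, with starting fluorescence not abnormally high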;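 note: negative B-score means reduced calcium response which marks RGS4 activation or potentiation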
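Assay system: HEK293 FlpIn-TREx cells, stable M3R, doxycycline-inducible RGS4 / Probe or stimulus: carbachol, ECmax concentration / Times: overnight RGS4 induction, 30 min dye load 37 °C, 20 min compound RT / Signal: kinetic calcium fluorescence imaging with Fluo4-AM dye, 2 µM / Measure: Agonist-evoked peak-minus-minimum fluorescence over baseline, integrated ratio, B score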
HDAC3 inh: HDAC3 deacetylase inhibitors, primary screen, biochemical, fluorescence, cell-free homogeneous; 0.15% of 320,000 active; AID 2718, 2010; recombinant HDAC3, fluorogenic peptide/trypsin coupled; inhibition, % at 8.3 µM; in the data active = inhibition above about 26%, passing the limit was not always enough; inconclusive = no clear call, values can overlap the other calls
KCNK9 block: KCNK9 potassium channel inhibitors, primary screen, HEK293 cells, thallium flux; AID 488922, 2010; FluxOR thallium flux fluorescence; stronger effect = lower value; 1.2% of 310,000 active; Potassium channel subfamily K member 9 (Homo sapiens), Q9NPC2; B-score at 10 µM;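 active = ratio B-score over 3 SD below the library mean, with starting fluorescence within 5 SD of its mean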;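 note: negative B-score means less thallium flux so channel inhibition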
Target sequence (Q9NPC2 whole entry, looked up): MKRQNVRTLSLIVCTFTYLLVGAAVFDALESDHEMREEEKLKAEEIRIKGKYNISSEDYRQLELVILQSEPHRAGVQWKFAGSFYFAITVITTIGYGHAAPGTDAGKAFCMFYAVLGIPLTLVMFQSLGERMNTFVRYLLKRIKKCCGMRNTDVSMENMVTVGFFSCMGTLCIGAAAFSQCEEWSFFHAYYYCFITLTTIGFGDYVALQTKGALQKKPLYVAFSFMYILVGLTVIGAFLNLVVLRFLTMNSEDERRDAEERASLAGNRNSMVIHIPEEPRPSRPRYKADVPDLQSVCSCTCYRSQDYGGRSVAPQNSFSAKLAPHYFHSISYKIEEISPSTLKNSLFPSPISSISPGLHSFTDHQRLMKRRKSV
PolyA inhibitor: polyadenylation inhibitors in yeast reporter cells, primary screen, luminescence, S. cerevisiae | S. cerevisiae SKY197-pL101 polyadenylation reporter, beta-gal luminescence; efflux-impaired pdr1/pdr3 knockout yeast; score 100 = 6 SD above DMSO | calls only at 12 µM | 0.02% of 300,000 active;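 active = lowest replicate activity score at least 50, where 100 means six control SD above control mean; inconclusive = lowest score under 50 but half or more replicates reach 50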;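 note: yeast exposed to compound for 9 h at 30 °C; higher score means more reporter readthrough which indicates perturbed polyadenylation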
GSK3 alpha inh: blockers of GSK3A enzyme activity – biochemical, luminescence, cell-free homogeneous, HTS, primary screen. Glycogen synthase kinase-3 alpha (Homo sapiens), P49840. GSK-3 alpha kinase, ADP-Glo luminescence, 60 min. inhibition, % at 10 µM. 0.1% of 320,000 active. AID 2650, 2010;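 in the data active = inhibition above about 50%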;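 note: GST-tagged GSK-3 alpha with peptide substrate and 25 µM ATP; 0% = DMSO neutral wells and 100% = GW8510 positive control wells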
Target sequence (P49840 whole entry, looked up): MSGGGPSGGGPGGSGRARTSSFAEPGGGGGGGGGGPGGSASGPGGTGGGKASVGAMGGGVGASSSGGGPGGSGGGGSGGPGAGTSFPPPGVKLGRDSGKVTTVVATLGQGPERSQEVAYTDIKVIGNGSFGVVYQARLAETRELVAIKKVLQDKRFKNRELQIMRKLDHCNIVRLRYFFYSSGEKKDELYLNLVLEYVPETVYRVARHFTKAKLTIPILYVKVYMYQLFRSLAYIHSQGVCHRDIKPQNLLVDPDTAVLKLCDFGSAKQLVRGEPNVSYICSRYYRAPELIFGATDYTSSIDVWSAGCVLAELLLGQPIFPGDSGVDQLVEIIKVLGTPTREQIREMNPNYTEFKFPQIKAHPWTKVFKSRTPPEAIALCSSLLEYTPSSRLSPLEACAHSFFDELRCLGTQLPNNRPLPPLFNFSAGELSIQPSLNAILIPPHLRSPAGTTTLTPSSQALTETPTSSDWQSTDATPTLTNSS
KCNK3 inh: human KCNK3 channel inhibitors, primary screen, CHO cells, FluxOR thallium flux, B-score | Potassium channel subfamily K member 3 (Homo sapiens), O14649 | FluxOR fluorescence; stronger effect = lower value | B-score at 10 µM | 0.84% of 340,000 active | AID 602410, 2012;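 active = B-score under library mean minus 4 SD, starting fluorescence ratio at most library mean plus 5 SD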;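 note: more negative B-score means stronger inhibition of thallium flux through KCNK3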
hERG rescue: hERG rescue from dofetilide block, primary screen, cell-based, CHO-hERG, FluxOR thallium flux, dofetilide IC70; AID 1511, 2009; activation (rescue from dofetilide block), less the hit threshold, % at 10 µM; 0.51% of 310,000 active; Voltage-gated inwardly rectifying potassium channel KCNH2 (Homo sapiens), Q12809; dofetilide IC70 present;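 active = activation above the mean of controls blocked by dofetilide plus 5 SD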;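 note: thallium influx through hERG after potassium depolarization seen as dye fluorescence rise; in these data hits start at about 4.7%; inactives centre near -7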
KCNQ1 inh: inhibitors of human KCNQ1 channel, primary screen, cell-based, thallium flux, high-throughput; Potassium voltage-gated channel subfamily KQT member 1 (Homo sapiens), P51787; CHO-K1 KCNQ1, FluxOR thallium flux fluorescence; stronger effect = higher value; B-score at 10 µM; 1.3% of 310,000 active; AID 2642, 2010;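 active = compounds whose thallium flux B-score, printed positive for inhibition, exceeds three library SD while starting fluorescence stays within three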;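 note: channel opened by potassium depolarization with thallium stimulus after 20 min compound exposure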
GSK3beta inhib: human GSK3beta kinase inhibitors, primary screen, biochemical, cell-free homogeneous, HTS. GST-GSK3beta kinase, ADP-Glo luminescence, 60 min; stronger effect = lower value. AID 2097, 2009. activity score (negative = inhibition), % at 10 µM. 0.038% of 300,000 active. Glycogen synthase kinase-3 beta (Homo sapiens), P49841;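 active = more than half of replicate wells score below -50%, meaning over 50% inhibition versus plate controls; inconclusive = some replicates but at most half score below -50%; inactive = no replicate scores below -50%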;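 note: 0% = median DMSO wells and -100% = median GW8510 positive control wells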
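Test system: GST-tagged human GSK3beta kinase, cell-free; evaluation: activity score scaled between in-plate DMSO and GW8510 controls; measured by: ADP-Glo luminescence; incubation: 60 min reaction, RT; benchmarks: DMSO and 20 µM GW8510; reagent: peptide substrate plus 25 µM ATP (final); medium: Tris/MgCl2 kinase buffer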
KCNQ1 pot: potentiators or activators of KCNQ1 channel, primary screen, cell-based, thallium flux, high-throughput. CHO-K1 KCNQ1, thallium flux FluxOR fluorescence; stronger effect = higher value. B-score at 10 µM. 0.35% of 310,000 active;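 active = fluorescence ratio B-score, a plate-corrected score, at least three library SD, with initial intensity B-score within 5 SD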
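assay system = CHO-K1 cells stably expressing KCNQ1 | medium = assay buffer, equal DMSO in all wells | timing = 37 °C overnight plating, 90-min dark dye load, 20-min compound pretreatment | measured by = kinetic FluxOR thallium fluorescence, 10-s 1-Hz baseline, 110-s post-stimulus read | measure = fluorescence change relative to baseline, converted to B score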
DYRK1A inh: rat Dyrk1A kinase inhibitors, primary screen, biochemical, single point, plate reader. 0.43% of 310,000 active. Dual specificity tyrosine-phosphorylation-regulated kinase 1A (Rattus norvegicus), Q63470. inhibition, % at 12.5 µM. ADP-Glo luminescence, NFATc1 peptide; in the data active = inhibition above about 50%;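 note: plate controls were vehicle with enzyme for no effect and no enzyme for full effect; many of its hits are not listed in these tables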
* hit, by the source's call; i = inactive; ? = inconclusive; · = not tested or not shown.

SMILES	RGS4 pot	HDAC3 inh	KCNK9 block	PolyA inhibitor	GSK3 alpha inh	KCNK3 inh	hERG rescue	KCNQ1 inh	GSK3beta inhib	KCNQ1 pot	DYRK1A inh
CC(NC(=O)c1ccccc1)C(c1cccs1)N1CCOCC1 (configuration not stated)	i	-3	i	i	-1	i	-8	i	0	i	-2
CCOc1ccc2ccccc2c1/C=N/NC(=O)CNC(=O)Cc1ccccc1	i	5	i	i	-2	i	-3	i	-2	i	2
S=C(NCCSCc1ccc(Cl)cc1Cl)Nc1ccccc1	i	14	i	i	0	i	-10	6*	4	i	0
O=C(Nc1nnc(S(=O)(=O)Nc2ccccc2)s1)c1ccccc1Cl	i	0	i	i	-7	i	-6	i	8	i	6
CC(=O)Nc1ccc(S(=O)(=O)NC2CCSc3ccccc32)cc1 (configuration not stated)	i	-2	i	i	-2	i	-5	i	-3	i	-4
COc1ccc(C(C)=O)cc1CSc1nncn1C	i	-4	i	i	-4	i	-4	8*	1	i	-4
Cc1ccc(C(=O)NCC2CCCO2)cc1[N+](=O)[O-] (configuration not stated)	i	0	i	i	-1	i	4.7*	i	1	i	-3
Cc1ccc(S(N)(=O)=O)cc1NC(=O)c1ccc2c3c(cccc13)CC2	i	2	i	i	-1	i	-5	i	0	i	·
CC1CN(S(=O)(=O)c2cccc(C(F)(F)F)c2)CC(C)O1 (configuration not stated)	i	-3	i	i	-1	i	-9	i	0	i	·
COC(=O)c1ccc(C(=O)OC)c(NC(=O)CSCc2ccc(Cl)cc2)c1	i	-1	i	i	2	i	-3	i	-1	i	-4
COc1ccc(-c2cc(C(=O)N(C)CC(=O)Nc3ccccc3Br)c3ccccc3n2)cc1OC	i	5	i	i	-1	i	-14	i	2	i	5
COC(=O)Cc1cc(=O)n2[nH]c(SC)nc2n1	i	-4	i	i	1	i	-3	i	0	i	-3
O=C(Nc1ccc2c(c1)OCO2)N1CCN(S(=O)(=O)c2ccc(Cl)cc2)CC1	i	9	i	i	-3	i	-11	i	1	i	0
COCCN1C(=O)c2oc3ccccc3c(=O)c2C1c1ccc(O)c(OC)c1 (configuration not stated)	i	0	i	i	5	i	-4	i	0	i	12
N#Cc1nc(COc2ccc(Cl)cc2Cl)oc1N1CCOCC1	i	-3	i	i	1	i	-7	i	-7	i	2

Single entries from the entries so far:
Cc1ccc(S(N)(=O)=O)cc1NC(=O)c1ccc2c3c(cccc13)CC2 | HDAC3 inh: 2
COC(=O)c1ccc(C(=O)OC)c(NC(=O)CSCc2ccc(Cl)cc2)c1 | GSK3 alpha inh: 2

Following part
SMILES	RGS4 pot	HDAC3 inh	KCNK9 block	PolyA inhibitor	GSK3 alpha inh	KCNK3 inh	hERG rescue	KCNQ1 inh	GSK3beta inhib	KCNQ1 pot	DYRK1A inh
COc1cccc(/C=N/NC(=S)NCc2ccco2)c1OC	i	3	i	i	-2	i	-5	i	0	i	8
CCOc1cccc(-c2c(C(=O)N/N=C/c3ccc(Br)cc3)nnn2-c2nonc2N)c1	i	3	i	i	-2	i	-9	i	1	i	-2
CCN(CC)C(=O)c1cc(Cl)ccc1NC(=O)c1ccco1	i	2	i	i	0	i	-3	i	1	i	3
O=C(CSc1n[nH]c(Cc2ccccc2)n1)Nc1ccccc1Br	i	-1	i	i	-2	i	-7	i	-1	i	4
N#C/C(=N/Nc1ccc([N+](=O)[O-])cc1)C(=N)N1CCCCC1	i	·	i	i	·	i	-12	i	-2	i	9
CC(=O)C1=C(O)CC(c2ccccc2)CC1=NCCc1c(C)[nH]c2ccccc12 (configuration not stated)	i	?	i	i	1	i	-7	i	2	i	0
O=C(CCc1nnc2ccc(NCc3ccc(F)cc3)nn12)NC1CCCC1	i	-4	i	·	0	i	-6	i	2	i	2
CC(C)n1nccc1N(Cc1ccc(Cl)cc1)S(=O)(=O)c1ccccc1	i	10	i	i	0	i	-7	i	0	i	-8
Cc1ccc(C(=O)NNC(=O)CSc2nnc(-c3ccccc3)n2Cc2ccccc2)cc1	i	0	i	i	-2	i	-10	i	0	i	-6
O=C(NCCC1CCCCN1S(=O)(=O)c1ccccc1)C(=O)NC1CCCC1 (configuration not stated)	i	-7	i	i	1	i	-10	i	2	i	-5
Clc1ccccc1CN1CCC(Cc2ccccc2)CC1	i	-1	i	i	0	i	-7	i	4	i	-4
CC(C)CC(=O)Nc1ccc2c(c1)nc(CCN1CCCCC1)n2C	i	-1	i	i	-4	i	-4	i	-2	i	2
O=S(=O)(NC1CC2CCC1C2)c1ccc(Cl)cc1 (configuration not stated)	i	5	i	i	-1	i	-8	i	-1	i	-1
NC(=O)C1CCN(C(=O)CSc2nc3ccccc3s2)CC1	i	-2	i	i	-26	i	5.6*	i	-1	i	-1
O=C(NCc1cccnc1)c1cc(-c2ccccc2)on1	i	4	i	i	-3	i	-1	i	-1	i	-1
CC1(C(=O)NNC(=O)c2ccc([N+](=O)[O-])cc2)CC1(Br)Br (configuration not stated)	i	0	i	i	-2	i	-2	i	1	i	3
CCCc1ccc(Oc2cc(C)nc(N3CCOCC3)n2)cc1	i	0	i	i	-2	i	-2	i	5	i	-3
CC(=O)N(Cc1ccccc1)c1c(N)nc(N)[nH]c1=O	i	-5	i	i	-3	i	-4	i	0	i	2
Cc1ccc2nc(N3CCOCC3)c3nncn3c2c1	i	-9	i	·	-2	i	-4	i	2	i	6
CC(C)OCCCNC(=O)C1CCC(=O)N1C1CCCC1 (configuration not stated)	i	1	i	i	3	i	-10	i	0	i	-2
Cc1ccc(CNS(=O)(=O)c2ccc3c(c2)N(C)CCO3)cc1	i	-3	i	i	-2	i	-4	i	1	i	3
Cc1cc(C)n(-c2ccc(NC(=O)C3CCCCN3C(=O)c3ccc(C)s3)cc2)n1 (configuration not stated)	i	-2	i	i	-1	i	-11	i	1	i	-3
Cc1cc(NC(=O)COn2nnc3ccc(Cl)cc32)no1	i	1	i	i	-4	i	-2	i	-1	i	1
O=C(Nc1cccc(Cl)c1)NC1CC2CCC1C2 (configuration not stated)	i	5	i	i	·	i	1	i	0	i	17
COC(=O)COc1ccc(S(=O)(=O)Nc2ccccc2C(=O)OC)cc1	i	6	i	i	-1	i	-6	i	-1	i	·
CCOC(=O)c1c(/N=C/c2ccc(C)cc2O)sc2c1CCN(C)C2	i	6	i	i	-1	i	-14	i	5	i	1
Cc1ccc(NC(=S)N/N=C/c2c(C)nn(-c3ccccc3)c2N2CCCC2)cc1	i	-1	i	i	-2	i	-7	i	-4	i	5
COc1ccc(-c2nnc(SCC(=O)/C(C#N)=C(\C)N)o2)cc1	i	-17	i	i	-1	i	-13	i	-6	i	5
COc1cc(-c2nn3c(Cc4ccccc4)nnc3s2)cc(OC)c1OC	i	2	i	i	-1	i	-12	i	-2	i	0
Cc1c(C#N)sc(C(N)=O)c1C	i	1	i	i	1	i	-3	i	3	i	1
COc1ccc(Nc2nc(N)nc(SCc3nnc(C)s3)n2)cc1	i	-2	i	i	-1	i	-7	i	-19	i	15
Cc1ccccc1NS(=O)(=O)c1ccc(F)cc1	i	3	i	i	-3	i	-14	i	3	i	-1
COc1cccc(-c2nnc(SCC(=O)Nc3cc(C)ccc3OC)n2N)c1	i	2	i	i	5	i	-8	i	0	i	0
COc1cccc(NC(=O)C(NCCC(C)C)c2ccccc2)c1 (configuration not stated)	i	2	i	i	2	i	-11	i	-4	i	-5
CCOC(=O)c1ccccc1NC(=O)c1cn(CC)c2nc(C)ccc2c1=O	i	1	i	i	-3	i	-12	i	-6	i	9
Cn1cccc1/C=N\NC(=O)C1COc2ccc(C(C)(C)C)cc2O1 (configuration not stated)	i	15	i	i	0	i	-10	i	3	i	-1
O=C(CCC(=O)Nc1nnc(C2CCCCC2)s1)Nc1ccc(F)cc1	i	-10	i	i	3	i	-5	i	2	i	-5
COCCNC(=O)C(C)OC(=O)c1cc2occc2n1C (configuration not stated)	i	2	i	i	4	i	-1	i	2	i	1
CCOc1ccc(/C=N/Nc2ccccc2)cc1	i	14	i	i	-4	i	-6	i	-2	i	·
COc1ccc(-c2nn(-c3ccccc3)cc2/C=C2/SC(=S)N(CCCC(=O)O)C2=O)c(C)c1	i	?	i	i	-2	i	-2	i	1	i	7
COc1cccc(NC(=O)CS(=O)(=O)c2cccc3nsnc23)c1	i	7	i	i	1	i	-7	i	0	i	-7
N/C(=N\OC(=O)c1ccc(Cl)cc1)c1ccccn1	i	0	i	i	1	i	-3	i	-4	i	-11
O=C(NC1CCSc2ccccc21)c1ccc(F)cc1 (configuration not stated)	i	-8	i	i	2	i	-10	i	1	i	0
CC(=O)Nc1ccc2nc(CN3CCN(Cc4ccc(F)cc4)C(CCO)C3)ccc2c1 (configuration not stated)	i	-6	i	i	-2	i	-9	i	1	i	-2
CCOC(=O)N1CCN(CC(O)c2ccccc2)CC1 (configuration not stated)	i	·	i	i	0	i	-15	i	4	i	0
CC1(c2ccccc2Cl)NC(=O)N(CC(=O)Nc2ccccc2OC(F)F)C1=O (configuration not stated)	i	7	i	i	-3	i	-8	i	-3	i	-6

Some of the compounds tested; the hit share may differ from the screen's.
